GAA850 FXN act – frataxin GAA850 promoter activation; hit rate 0.56% among 360,000; activation, % at 6 µM; HEK293 lucGAA850 FXN promoter luciferase reporter, 24 h; percent of 10 µM SAHA response; AID 540364;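 active means activation above the average of all compounds screened plus 3 SD, cutoff fixed separately per campaign, cut at about 7.5% in these data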;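 further: 0% = DMSO wells and 100% = 10 µM SAHA wells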
ADAM10 inh – inhibits human ADAM10 | recombinant ADAM10, EDANS/DABCYL FRET peptide cleavage, 3 h | O14672 | inhibition, % at 7 µM | hit rate 0.62% among 370,000;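 active means inhibition above a per-campaign cutoff equal to the mean of compounds falling between control-based bounds plus 3 SD, cut at about 20% in these data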;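 further: 0% = DMSO wells while the 100% control is not disclosed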
Target sequence (O14672 214-748 limits assumed): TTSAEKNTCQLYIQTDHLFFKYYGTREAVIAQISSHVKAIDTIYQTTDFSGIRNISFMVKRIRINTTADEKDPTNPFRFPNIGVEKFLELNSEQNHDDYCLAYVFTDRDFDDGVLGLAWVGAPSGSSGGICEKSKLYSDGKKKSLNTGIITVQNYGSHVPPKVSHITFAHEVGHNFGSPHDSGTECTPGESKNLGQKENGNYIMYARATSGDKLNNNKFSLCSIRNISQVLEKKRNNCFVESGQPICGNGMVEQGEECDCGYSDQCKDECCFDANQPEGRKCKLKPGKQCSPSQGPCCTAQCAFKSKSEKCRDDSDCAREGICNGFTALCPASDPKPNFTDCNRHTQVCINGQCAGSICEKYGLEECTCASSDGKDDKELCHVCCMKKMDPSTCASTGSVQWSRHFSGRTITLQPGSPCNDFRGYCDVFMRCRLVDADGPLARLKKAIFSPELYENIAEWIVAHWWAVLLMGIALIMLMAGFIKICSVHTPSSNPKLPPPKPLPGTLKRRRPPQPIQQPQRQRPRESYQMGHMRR
PLCg1 inh – inhibitors of human phospholipase C gamma1 | P19174 | purified PLC-gamma1, fluorogenic substrate, fluorescence | inhibition, % at 12.2 µM | hit rate 0.84% among 370,000 | AID 720700; in the data active means inhibition above about 9.5%
DAX1 inh-1 – NR0B1 (DAX1) inhibition | inhibition, % at 6.75 µM | hit rate 0.99% among 340,000 | AID 504766 | HEK293 Gal4-DAX1 luciferase reporter, luminescence;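 active means inhibition above the mean over all tested compounds plus 3 SD, cut at about 4.2% in these data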;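 further: 0% = DAX1-transfected cells with DMSO and 100% = empty-vector control cells with DMSO; inhibition shows as a rise in luminescence from relieved DAX1 repression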
ADAM17 inh – inhibitors of human ADAM17; P78536; recombinant ADAM17, EDANS/DABCYL FRET peptide cleavage; inhibition, % at 6.95 µM; hit rate 0.83% among 370,000;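 active means inhibition above the mean of compounds lying between control limits plus 3 SD, set per campaign, cut at about 8.5% in these data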;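 further: 0% = DMSO-only wells as the low control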
PLC-beta3 inh – PLC-beta3 (human) inhibition, primary screen. Q01970. Purified PLC-beta3, fluorogenic substrate, fluorescence. inhibition, % at 12.2 µM. hit rate 0.18% among 370,000; in the data active means inhibition above about 11%;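 further: 0% = median of compound wells on plate and 100% = full blocker control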
hgDAF-12 ag – activates the H. glycines DAF-12 receptor ligand-binding domain; hit rate 1.8% among 370,000; HEK293 GAL4-hgDAF12 UAS-luciferase reporter, agonist luminescence; normalized to butyrate control; activation, % at 6.8 µM; AID 687014;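 active means activation above a cutoff set at the mean of all screened compounds plus 3 SD, cut at about 10% in these data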;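 further: 0% = DMSO wells and 100% = sodium butyrate wells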
hcDAF-12 act – activators of H. contortus DAF-12 nuclear receptor; hit rate 1.4% among 370,000; HEK293 hcDAF-12 lit1-tk-luc reporter, luminescence; 0% DMSO, 100% Δ7-dafachronic acid; activation, % at 6.8 µM;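 active means activation above the mean of all tested compounds plus 3 SD, cut at about 5.5% in these data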;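 further: 100% = response to 3 µM Δ7-dafachronic acid high control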
ssDAF-12 act – S. stercoralis DAF-12 activation, primary screen; HEK293 ssDAF-12/GRIP1 lit1-tk-luc reporter, luminescence; % of 3 µM dafachronic acid response; activation, % at 6.8 µM; hit rate 1% among 370,000; AID 652126;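 active means activation above the mean over all tested compounds plus 3 SD, cut at about 0.9% in these data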;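 further: 0% = DMSO-only wells and 100% = 3 µM delta7-dafachronic acid wells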
sPLA2-III inh – Blocks human group III sPLA2 activity | AID 743126 | inhibition, % at 12.2 µM | Q9NZ20 | QFRET BODIPY PC-A2 liposome hydrolysis, fluorescence | hit rate 0.56% among 370,000;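 active means inhibition above mean plus 3 SD of compounds lying within the high and low control bounds, cut at about 19% in these data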;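 further: 0% = median of test compound wells and 100% = no enzyme DMSO wells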
Target sequence (Q9NZ20 whole entry, looked up): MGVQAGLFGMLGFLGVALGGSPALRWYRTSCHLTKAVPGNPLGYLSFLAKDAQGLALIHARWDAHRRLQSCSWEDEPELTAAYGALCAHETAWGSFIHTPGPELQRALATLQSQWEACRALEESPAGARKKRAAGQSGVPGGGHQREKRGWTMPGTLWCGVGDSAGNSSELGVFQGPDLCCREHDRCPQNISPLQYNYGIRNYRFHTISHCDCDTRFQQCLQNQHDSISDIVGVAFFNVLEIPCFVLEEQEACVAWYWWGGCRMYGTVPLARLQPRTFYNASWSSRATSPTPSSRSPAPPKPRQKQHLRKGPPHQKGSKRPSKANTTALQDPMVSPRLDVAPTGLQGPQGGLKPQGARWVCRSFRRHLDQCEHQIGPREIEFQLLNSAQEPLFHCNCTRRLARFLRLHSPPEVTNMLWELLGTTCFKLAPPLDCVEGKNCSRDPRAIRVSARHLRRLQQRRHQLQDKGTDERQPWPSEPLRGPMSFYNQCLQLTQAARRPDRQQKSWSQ
DAX1 inh-2 – DAX1 (NR0B1) inhibition, primary screen; HEK293T StAR-luciferase reporter, SF-1/DAX-1 repression relief; inhibition, % at 6.8 µM; hit rate 1.1% among 370,000; AID 652010;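 active means inhibition above the mean over all tested compounds plus 3 SD, cut at about 3.6% in these data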;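 further: 0% = DAX-1 cells with DMSO and 100% = cells lacking DAX-1 with DMSO; higher inhibition means more luminescence from relief of DAX-1 repression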
* hit, by the source's call; / = no result given.

Compound	DAX1 inh-1	ADAM17 inh	hgDAF-12 ag	PLCg1 inh	ADAM10 inh	GAA850 FXN act	PLC-beta3 inh	DAX1 inh-2	hcDAF-12 act	ssDAF-12 act	sPLA2-III inh
COC(=O)CC#C[C@@H](C)[C@H](NS(=O)(=O)c1ccc(C)cc1)C(C)(C)C	/	-3.6	-0.6	-2.1	-5.5	/	-2.7	-0.3	-2.2	-1.0	-3.6
Cc1cccc(NC(=O)Cc2ccc(-c3ccccc3)cc2)n1	0.5	0.5	1.9	-3.5	-28.6	1.0	-4.1	0.6	-1.5	0.3	-1.1
O=C(Nc1ccccc1Cl)O/N=C/c1ccc(F)cc1	2.0	-3.1	2.8	0.7	-4.1	3.4	-8.2	0.0	0.5	-0.5	0.0
CC(=O)Nc1cncc(-c2cnn(CC(C)C)c2)n1	/	-124.7	-2.0	-26.4	-450.9	4.1	-35.4	1.1	-0.3	-0.3	1.8
COC(=O)c1ccccc1NC1OC(=O)c2ccccc21 (stereo unspecified)	-0.2	-5.5	3.6	8.4	-8.1	2.1	-2.6	-0.5	-1.4	-1.0	4.7
O=Cc1cccn1-c1nccc(-c2ccco2)n1	-0.1	-3.7	4.3	0.8	-7.3	0.1	-2.4	0.2	0.4	-1.6	3.1
COc1ccc(C(CNC(=O)CNC(=O)c2cccc(F)c2)N2CCOCC2)cc1 (stereo unspecified)	1.5	-2.7	0.7	-0.2	-8.1	0.3	-10.6	0.0	0.7	-1.1	8.7
O=C(NN=Cc1ccccc1O)C1CC1	2.0	-21.7	3.6	-19.3	-83.5	0.0	-28.6	0.6	-1.6	-0.6	-2.5
COc1ccccc1NS(=O)(=O)c1cc(NC(=O)c2cccs2)ccc1N1CCCC1	-1.0	10.2*	-1.1	-34.1	19.6	2.7	-46.5	-0.6	-1.2	-2.0	-23.7
COc1ccc(NC(=O)Cn2c(=O)sc3ccccc32)c(OC)c1	3.9	-3.9	1.3	-0.5	-15.1	0.5	0.7	0.0	-1.3	-1.2	-2.5
COC(=O)c1c(C)[nH]c(C(=O)COC(=O)CCc2ccc(OC)c(OC)c2)c1C	0.3	-2.4	-1.7	0.6	-1.9	2.7	4.7	-0.6	-0.9	0.9	-0.8
Cc1c(C(=O)N2CCOCC2)c(S(=O)(=O)N2CCN(c3ccc(Cl)cc3)CC2)c(C)n1C	-0.4	-6.7	-0.3	0.1	2.9	-1.0	-6.3	0.9	-2.6	-1.4	8.0
CC(=O)c1ccc(NC(=S)N2CCN(CCO)CC2)cc1	4.8*	-4.9	-0.4	0.4	-8.5	2.0	-2.1	-0.3	-0.7	-1.0	8.2
CC(=O)Cc1ccccc1OC(=O)c1ccco1	1.1	0.8	1.0	2.0	1.7	-0.9	0.8	0.5	-0.4	-1.0	-0.7
CCCCN(C(=O)c1cccc(S(=O)(=O)N2CC(C)OC(C)C2)c1)c1c(N)n(CC(C)C)c(=O)[nH]c1=O (stereo unspecified)	0.1	-4.3	-2.8	-2.9	-21.3	0.7	-5.5	1.0	2.1	-1.6	6.7
COc1ccccc1/C=C/C=N/n1c(-c2cc(C)[nH]n2)n[nH]c1=S	-0.1	-9.8	-2.2	-16.9	-50.6	2.8	-14.9	0.6	-2.0	-0.4	7.8
COc1cccc(CN2CCN(C(=O)c3oc4c(F)cccc4c3C)CC2=O)c1	0.3	-0.9	3.1	-5.8	3.2	1.1	-9.1	-0.7	-2.2	-1.7	-7.3
CN(CC(=O)Nc1ccc(F)cc1)C(=O)CN1C(=O)NC2(CCCc3ccccc32)C1=O (stereo unspecified)	0.1	-5.9	-2.0	-0.6	-8.1	3.1	-6.3	0.5	1.2	0.4	-4.2
Cc1cc(Nc2cc(Cl)cc(Cl)c2)nc(N)n1	-3.5	3.2	-5.1	3.2	0.1	1.1	-5.9	-0.2	-2.0	-1.5	-4.0
C=CCOc1c(OC)cc(/C=N/Nc2cccc(C(=O)O)c2)c(Br)c1Br	1.1	-0.3	-3.5	2.9	4.7	5.8	-4.6	0.6	1.8	0.0	-9.8
CCCCn1c(=O)c(CC(C)=O)nc2ccccc21	0.7	-18.9	-1.6	-73.7	-91.9	0.7	-83.2	0.4	-0.6	-1.0	-5.8
Cc1cc(NC(=O)c2ccc3sc([C@@H]4O[C@H](CO)[C@H](O)[C@H](O)[C@H]4O)nc3c2)no1	/	-3.6	2.3	-5.4	-5.7	0.8	4.0	0.8	1.1	-0.6	1.2
COc1ccc(C2=NOC(C3(S(=O)(=O)c4ccccc4)CC(O)C3)C2)cc1 (stereo unspecified)	-0.4	-0.8	1.3	1.3	-1.0	0.0	5.8	0.8	-1.2	-0.6	-3.2
COc1ccc(CNC(=O)C2CCN(C(=O)[C@@H](CC(C)C)NC(=O)OC(C)(C)C)CC2)cc1	0.5	8.6*	-3.2	1.4	2.0	-4.0	6.2	0.5	-1.8	-1.4	7.1
COC(=O)C(=Cc1ccccc1[N+](=O)[O-])C(=O)OC	-1.2	-3.0	3.0	-3.1	-0.6	-5.4	-2.8	-0.7	-0.1	-1.1	0.7
O=C1NC2(CCCCCC2)C(=O)N1Cc1ccc(Cl)cc1Cl	-0.4	-2.0	4.3	0.1	9.7	0.9	3.6	0.2	1.0	-0.7	1.3
Cc1cc(O)cc(=O)n1Cc1ccccc1	0.2	-2.8	0.1	1.2	1.0	0.7	-8.9	0.1	0.6	-1.7	-1.0
CCSc1nnc(NC(=O)C2CCCCC2)s1	4.7*	-1.3	5.2	5.5	4.6	1.6	-1.9	1.0	0.6	-0.1	-4.6
O=C(N/N=C/c1ccc([N+](=O)[O-])cc1)c1cccnc1	-0.1	1.3	1.0	-1.0	-0.5	1.1	2.0	-0.7	1.8	-0.5	1.6
CN(C)c1ccc(C=Nc2ccc(N(C)C)cc2)cc1	1.6	-1.3	-3.2	-3.9	-10.1	-4.8	-9.0	-1.0	0.9	-0.8	2.5

Overlap with the part before: two entries; new compounds follow.
Compound	DAX1 inh-1	ADAM17 inh	hgDAF-12 ag	PLCg1 inh	ADAM10 inh	GAA850 FXN act	PLC-beta3 inh	DAX1 inh-2	hcDAF-12 act	ssDAF-12 act	sPLA2-III inh
O=C(N/N=C/c1ccc([N+](=O)[O-])cc1)c1cccnc1	-0.1	1.3	1.0	-1.0	-0.5	1.1	2.0	-0.7	1.8	-0.5	1.6
CN(C)c1ccc(C=Nc2ccc(N(C)C)cc2)cc1	1.6	-1.3	-3.2	-3.9	-10.1	-4.8	-9.0	-1.0	0.9	-0.8	2.5
COCCSc1nnc(NC(=O)c2ccc([N+](=O)[O-])cc2)s1	1.4	0.4	-2.0	1.2	-5.8	0.0	0.7	0.4	0.5	-1.3	-2.5
O=C(NC(=S)Nn1cnc2c(cnn2-c2ccccc2)c1=O)c1ccc(Cl)cc1	0.5	4.8	-2.1	4.2	4.5	0.5	2.3	0.3	1.6	-1.2	9.9
CC(C)c1ccccc1-n1c(-c2cccnc2)n[nH]c1=S	0.5	-1.3	-0.9	1.0	-0.6	1.3	-4.3	-0.4	-1.0	-2.1	8.1
Cc1ccc(/C=C/C(=O)OCC(=O)NC(=O)NCc2ccco2)cc1	0.7	0.3	-1.0	-4.8	-7.2	-0.7	-9.0	-0.1	0.3	-0.9	-17.2
Cc1ccc(C(C(=O)NCc2ccccc2)N(C(=O)c2csnn2)c2cccc3ccccc23)o1 (stereo unspecified)	-1.0	0.6	-3.1	0.2	9.6	-5.9	-1.8	-0.6	0.1	-0.8	-13.6
O=C(COc1ccc2ccc(=O)oc2c1)Nc1ccc(CCO)cc1	0.4	-16.6	1.2	-1.2	-39.0	-1.6	-8.5	-0.5	-1.9	-0.9	2.1
C=CCn1c(SCC(=O)Nc2cc(C)on2)nc2sc(CC)cc2c1=O	0.4	-2.1	2.5	-4.6	6.3	-0.7	1.1	0.0	-0.3	-0.7	0.9
Cc1nc(N2CCN(Cc3ccc4c(c3)OCO4)CC2)c2oc3ccccc3c2n1	-0.9	-29.7	-14.9	-56.1	-224.5	-5.1	-100.6	-4.4	-6.8	-2.6	-5.6
CCc1ccc(NC(=O)CCC(=O)Nc2nnc(C(F)(F)F)s2)cc1	0.2	0.1	-0.7	1.5	3.7	-1.5	-4.9	0.3	-0.4	-1.0	-4.0
Cc1ccc(CSc2nc3ccccc3c(=O)[nH]2)cc1	0.9	-2.9	5.8	-1.9	-4.4	6.0	-9.3	1.7	-0.1	-1.2	-25.6
C=C(Cl)COc1cc(C)cc2oc(=O)cc(CC)c12	-0.1	-25.5	-0.5	-34.3	-85.8	-0.1	-43.6	-0.7	-1.2	-1.2	1.8
O=C(C[n+]1cccc2ccccc21)c1ccc(Br)cc1	2.3	-7.2	3.0	-11.6	-20.7	0.6	-17.7	-0.2	5.0	2.2*	2.3
COc1ccc(CCC(=O)Nc2ccc(S(=O)(=O)Nc3nccc(C)n3)cc2)cc1	-0.3	-1.6	0.4	-2.8	-3.1	-0.7	-2.9	0.0	-1.5	-1.5	-11.3
O=C(NCc1ccncc1)C1CCN(S(=O)(=O)Cc2ccccc2)CC1	-0.7	-2.6	-0.7	-0.3	-2.0	-2.0	3.1	0.3	1.3	-1.6	-1.7
Cc1ccc(-c2noc(CCC(=O)NCc3ccccc3CN3CCOCC3)n2)cc1	1.1	1.4	-2.0	1.3	1.0	0.0	-6.3	-0.6	-2.5	-1.2	-7.6
CN(CC(=O)Nc1ccccc1C(F)(F)F)C(=O)Cc1ccc(S(=O)(=O)N2CCOCC2)s1	2.6	-1.2	-0.8	-0.4	-3.0	-1.4	-2.7	0.5	-1.8	-1.1	-38.0
N#CC1=C(S)N(c2ccccc2)C(c2ccc(-c3ccc(Cl)c(Cl)c3)o2)NC1=O (stereo unspecified)	0.0	-4.9	-3.1	-22.4	-29.0	1.7	-50.0	-0.7	-0.7	-0.5	-16.3
COc1ccccc1NC(=O)CSc1nnc(-c2ccco2)n1N	-0.3	2.5	-1.9	1.1	-2.8	2.0	-2.2	0.2	-1.5	-0.3	4.5
CCOC(=S)SCC(=O)N1CCc2cc(OC)ccc2C1C1C(=O)CCCC1=O (stereo unspecified)	-1.2	-3.8	-0.8	-7.0	-8.4	-2.2	-5.2	-1.1	0.4	-0.3	-1.2
COc1ccc(C(=O)C2C(c3ccc(-c4ccccc4[N+](=O)[O-])o3)NC(=O)NC2(O)C(F)(F)F)cc1 (stereo unspecified)	0.4	2.2	-3.5	0.6	6.2	0.3	2.7	-0.4	-1.6	-0.5	-15.6
CCCCCc1c(-c2ccc(F)cc2F)ncn1CCc1ccccc1OC	/	0.5	-1.8	1.0	-7.7	/	0.0	-0.2	-0.9	-1.5	2.8
Cc1cccc(C)c1NC(=O)/C(C#N)=C/c1ccc(-c2ccc(C(=O)O)cc2)o1	4.3*	-4.2	8.1	-8.7	-5.0	3.7	-11.2	1.4	7.0*	0.0	-0.3
